Screening data deposited in PubChem by several laboratories.
Phagocytosis inh – macrophage phagocytosis inhibition; AID 1029; 110,000 compounds, 0.07% hits; J774A.1 macrophage IgG-bead phagocytosis, imaging; inhibition, % at 5 µM;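 active means inhibition above the mean of the plate negative controls plus 5 SD, cut at about 13% in these data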;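 further: phagocytic index as fraction of beads internalized from green versus red external bead signal; plate controls were DMSO negative control for no effect and cytochalasin-D positive control for full effect; some results beyond the cut were filed as inactive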
Measles CPE – protection of cells from measles virus; Measles virus-infected cells, CPE protection, absorbance; protection (pct of control), % at 4 µM; 140,000 compounds, 1.5% hits; AID 841; in the data active means protection mostly above about 24%, no sharp cut-off; inactive means mostly below about 26%; further: some compounds called inactive have numbers as strong as hits
HCT116 bCat-KO – beta-catenin-lacking colon tumor cell growth suppression | viability, % at 10 µM | HCT116 beta-catenin knockout viability, CellTiter-Glo, 60 h; active compounds read low | AID 818 | 140,000 compounds, 1.5% hits;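 active means viability at or under a set limit, the compound median less 4 SD, cut at about 6% in these data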;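 further: 0% = Hyamine 1622 control at 20 µM and 100% = untreated cell control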
MRP-1 activ – MRP-1 activation. H69AR cells + doxorubicin, viability rescue, CellTiter-Glo. viability increase, % at 10 µM. 140,000 compounds, 0.61% hits. AID 799;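 active means viability gain under doxorubicin at or above a set limit, the compound median plus 3 SD, cut at about 4.7% in these data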;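 further: MRP-1 overexpressing cells given doxorubicin 25 µM after compound pretreatment; 18-22 h compound pretreatment then 72 h with doxorubicin before readout; 0% = doxorubicin-only wells and 100% = vehicle-treated cells without doxorubicin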
BB579 growth dn – yeast BB579 growth reduction in restrictive medium | S. cerevisiae BB579 growth, OD615, 48 h | 140,000 compounds, 0.51% hits | inhibition, % at 10 µM;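 active means inhibition above a set limit, 3 SD over the mean compound inhibition, cut at about 44% in these data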; further: inactives centre near -24
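System: DeaD yeast strain BB579; buffer or medium: CSMM-D dextrose restrictive medium; technique: OD at 615 nm; schedule: 4 h cell preincubation, 48 h compound exposure, 30 °C humidified; doses: single 10 µM dose; controls: amphotericin B 10 µg/mL, positive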
Yeast lifespan up – extends the lifespan of yeast; S. cerevisiae growth with nicotinamide, OD615; deaD strain in restrictive glucose medium; inhibition of the nicotinamide effect, % at 10 µM; 130,000 compounds, 0.68% hits; AID 775;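 active means inhibition above a set limit, placed 3 SD over the median of all compounds, cut at about 26% in these data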;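 further: 0% = nicotinamide-treated wells and 100% = cells grown without nicotinamide; some compounds called inactive have numbers as strong as hits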
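System: Modified budding yeast, DeaD strain | Buffer or medium: Restrictive glucose medium | Also added: 1.5 mM nicotinamide | Doses: 10 µM single point, 0.25% DMSO | Schedule: 48 h compound exposure at 30 °C, humidified | Detection: Absorbance at 615 nm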
E-sel TNF inh – blocks E-selectin expression induced by TNF alpha | 120,000 compounds, 0.71% hits | HUVEC TNFa-induced E-selectin immunofluorescence, high content | inhibition, % at 2 µM | AID 1246;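 active means inhibition above the batch mean plus 3 SD, and confirmed as a hit on visual image review, cut at about 43% in these data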;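 further: 0% = TNF-stimulated DMSO wells and 100% = unstimulated control wells; not every result past the cut was called active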
NPY Y2 blocker – antagonists of human neuropeptide Y receptor Y2; NPY-Y2 expressing cells, antagonist mode; inhibition, % at 2.7 µM; 140,000 compounds, 0.99% hits; AID 793; in the data active means inhibition above about 17%;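 further: 0% = vehicle with agonist challenge and 100% = reference antagonist with challenge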
Target sequence (P49146 whole entry, looked up): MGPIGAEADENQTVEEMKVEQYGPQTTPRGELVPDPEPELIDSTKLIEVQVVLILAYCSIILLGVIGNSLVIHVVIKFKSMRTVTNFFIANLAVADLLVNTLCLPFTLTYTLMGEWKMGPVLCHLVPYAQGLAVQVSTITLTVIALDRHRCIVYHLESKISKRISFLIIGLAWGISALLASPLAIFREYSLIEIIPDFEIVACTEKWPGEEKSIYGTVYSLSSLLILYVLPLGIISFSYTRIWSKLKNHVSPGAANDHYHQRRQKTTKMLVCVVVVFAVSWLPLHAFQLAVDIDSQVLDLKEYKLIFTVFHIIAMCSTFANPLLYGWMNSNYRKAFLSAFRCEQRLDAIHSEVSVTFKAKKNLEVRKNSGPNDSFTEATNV
GALR2 antag – antagonists of human galanin receptor 2 (GALR2); GALR2-expressing cells, antagonist mode; inhibition, % at 4 µM; 140,000 compounds, 0.39% hits; in the data active means inhibition above about 27%;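 further: cells stimulated with galanin 1-16 at roughly its EC80; 0% = agonist challenge control and 100% = basal control without agonist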
HCT116 PTEN-null – growth suppressors of cells with PTEN tumor suppressor deletion; HCT116 PTEN-null viability, CellTiter-Glo, 60 h; active compounds read low; viability, % at 10 µM; 140,000 compounds, 1.2% hits; AID 827;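 active means viability at or below a set limit, 4 SD under the median of all tested compounds, cut at about 3.7% in these data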;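 further: PTEN knockout HCT116 line with beta catenin targeted HCT116 as companion control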
* hit, by the source's call; . = no result given.

1. Cc1cc(C(=O)N/N=C2\CCCC(=O)C2)c2ccccc2n1
2. CCOC(=O)C1Cc2c([nH]c3ccccc23)CN1 (configuration not stated)
3. CN(C)S(=O)(=O)N1CCN(C(=O)N2CCCCC2)CC1
4. NC(=O)CSc1nnc(C2CC2)n1-c1ccccc1
5. Cc1nc2sc(C(c3ccc(Cl)cc3)N3CCOCC3)c(O)n2n1 (configuration not stated)
6. O=S(=O)(c1ccc(S(=O)(=O)N(Cc2ccc(F)cc2)C2CCCC2)cc1)N1CCCC1
7. CCCN(CCC)S(=O)(=O)c1ccc2c(c1)CCCN2C(C)=O
8. O=C(NC(=S)Nc1ncc(Br)cc1Br)c1cncc(Br)c1

entry no.,1,2,3,4,5,6,7,8
Phagocytosis inh,-1,0,-1,-2,-2,0,1,0
Measles CPE,17,42*,19,7,12,11,1,40*
HCT116 bCat-KO,99,109,98,88,89,93,77,74
MRP-1 activ,-1.2,0.6,0.6,-0.3,-3.4,-0.5,-0.9,-0.5
BB579 growth dn,-29,-35,-58,25,-22,-47,-9,2
Yeast lifespan up,-2,-16,-2,-4,-2,3,-10,-14
E-sel TNF inh,-10,3,-22,6,7,-7,2,10
NPY Y2 blocker,3,1,4,1,0,3,3,1
GALR2 antag,7,6,1,1,-16,4,6,-2
HCT116 PTEN-null,108,93,91,104,88,93,77,89

Some of the entries so far, with values under each structure.
Results follow in this order: Phagocytosis inh | Measles CPE | HCT116 bCat-KO | MRP-1 activ | BB579 growth dn | Yeast lifespan up | E-sel TNF inh | NPY Y2 blocker | GALR2 antag | HCT116 PTEN-null
(1) Cc1cc(C(=O)N/N=C2\CCCC(=O)C2)c2ccccc2n1
 : -1 | 17 | 99 | -1.2 | -29 | -2 | -10 | 3 | 7 | 108
(2) CCOC(=O)C1Cc2c([nH]c3ccccc23)CN1 (configuration not stated)
 : 0 | 42* | 109 | 0.6 | -35 | -16 | 3 | 1 | 6 | 93
(3) CN(C)S(=O)(=O)N1CCN(C(=O)N2CCCCC2)CC1
 : -1 | 19 | 98 | 0.6 | -58 | -2 | -22 | 4 | 1 | 91

One compound at a time (already shown). Screens in order: Phagocytosis inh, Measles CPE, HCT116 bCat-KO, MRP-1 activ, BB579 growth dn, Yeast lifespan up, E-sel TNF inh, NPY Y2 blocker, GALR2 antag, HCT116 PTEN-null
Shown for Cc1nc2sc(C(c3ccc(Cl)cc3)N3CCOCC3)c(O)n2n1 (configuration not stated) = -2, 12, 89, -3.4, -22, -2, 7, 0, -16, 88
Shown for NC(=O)CSc1nnc(C2CC2)n1-c1ccccc1 = -2, 7, 88, -0.3, 25, -4, 6, 1, 1, 104

Other structures follow.
9. O=c1c(-c2nc3ccccc3o2)c2oc3ccccc3n2c2ccccc12
10. CCCS(=O)(=O)N1CCCC(C(=O)NCCCN(C)c2ccccc2)C1 (configuration not stated)
11. Cc1ccc2c3c([nH]c2c1C)-c1nonc1CC3
12. O=C(NCCCN1CCCC1)C1CCC(=O)N1C1CCCCC1 (configuration not stated)
13. OCCCNC(=S)Nc1ccc2nc(-c3ccccn3)c(-c3ccccn3)nc2c1
14. [O-][N+]12CCN(CC1)c1ccccc12
15. CCOC(=O)Cn1cnc2sc3c(c2c1=O)CCC3
16. O=C(c1c(F)cccc1F)N1CCN(c2ccccc2F)CC1

entry no.,9,10,11,12,13,14,15,16
Phagocytosis inh,.,5,.,.,.,0,-1,.
Measles CPE,5,2,43*,12,22,20,15,21
HCT116 bCat-KO,43,90,82,101,98,98,94,102
MRP-1 activ,-2.8,-1.4,0.3,-0.8,0.5,-0.4,-3.4,0.7
BB579 growth dn,9,-23,-36,-65,-55,-16,-61,-43
Yeast lifespan up,-15,-18,.,-2,1,19,-6,-8
E-sel TNF inh,-30,42,-18,.,-64,-8,14,.
NPY Y2 blocker,1,5,4,3,2,-1,0,4
GALR2 antag,-26,-5,11,4,3,4,3,-5
HCT116 PTEN-null,33,94,91,99,115,97,97,109

17. COc1cccc(Nc2nc(-c3cccc(N4C(=O)c5ccccc5C4=O)c3)cs2)c1
18. CCOC(=O)N1CCN(S(=O)(=O)c2ccc(C)c(C)c2C)CC1
19. CCNc1nnc(-c2ccccc2OC)s1
20. O=C(NCc1ccco1)c1ccc(COc2ccccc2Cl)cc1
21. O=C1NC(c2cccc(Br)c2)=N/C1=C\c1ccco1
22. C=CCSc1nc2c(c(=O)[nH]c(=O)n2C)n1C/C=C(/C)Cl
23. CCN(CC)C(=O)C12CC3CC(CC(Cl)(C3)C1)C2
24. CCOC(=O)c1nnn(-c2nonc2N)c1CSc1ccccc1
25. Cc1ccc(NC(=O)Cn2c(C)cc(C)c(C#N)c2=O)c(Cl)c1
26. CC(=O)Nc1ccccc1-c1nc2ccccc2nc1OCC(=O)c1ccc2ccccc2c1

entry no.,17,18,19,20,21,22,23,24,25,26
Phagocytosis inh,0,-2,-1,1,-10,1,-2,-2,-4,2
Measles CPE,6,10,15,10,14,4,20,9,16,16
HCT116 bCat-KO,87,93,101,86,56,89,96,92,88,79
MRP-1 activ,-2.6,-2.3,-0.4,-2.5,-2.6,-0.9,0.1,-0.1,-2.6,-2.5
BB579 growth dn,-27,-23,-4,-13,2,-46,-18,-73,-25,-22
Yeast lifespan up,-30,2,-20,-29,-9,-5,0,12,-7,-4
E-sel TNF inh,-19,1,5,17,.,23,-16,6,14,-72
NPY Y2 blocker,-1,-1,2,3,0,4,1,1,-1,13
GALR2 antag,24,0,2,5,5,-6,-2,-15,-13,-7
HCT116 PTEN-null,92,96,99,82,56,97,103,101,92,30

An excerpt from above in order of formula weight, ascending.
25. Cc1ccc(NC(=O)Cn2c(C)cc(C)c(C#N)c2=O)c(Cl)c1
24. CCOC(=O)c1nnn(-c2nonc2N)c1CSc1ccccc1
26. CC(=O)Nc1ccccc1-c1nc2ccccc2nc1OCC(=O)c1ccc2ccccc2c1

entry no.,25,24,26
Phagocytosis inh,-4,-2,2
Measles CPE,16,9,16
HCT116 bCat-KO,88,92,79
MRP-1 activ,-2.6,-0.1,-2.5
BB579 growth dn,-25,-73,-22
Yeast lifespan up,-7,12,-4
E-sel TNF inh,14,6,-72
NPY Y2 blocker,-1,1,13
GALR2 antag,-13,-15,-7
HCT116 PTEN-null,92,101,30
